Pf Dd2 inh – qHTS Primary assay for Inhibitors of Plasmodium falciparum Dd2 growth in vitro. P. falciparum Dd2 growth, SYBR Green, 72 h. Potency, µM (series often up to 28.9 µM), inactives show at the top dose activity, negative = inhibition, hits mostly inhibitors. 120,000 tested, 4.3% active; active means well fitted inhibition curve with a large enough effect; inconclusive means small, poorly fitted or top-dose-only effect; inactive means no such curve, though single readings can be large or run the other way;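 further: plate controls were DMSO vehicle for no effect and reference drug for full effect; nearly all actives have a fitted effect of over 65% in size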
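Infected erythrocytes (Dd2, 0.3% parasitemia, 2.5% hematocrit final) are added to compound in RPMI-1640/Albumax II medium, grown 72 h at 37C in low oxygen, then lysed with saponin/Triton-X containing SYBR Green and read by fluorescence.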
* hit, by the source's call; i = inactive; ? = inconclusive; [ ] = dose if it differs, or a comment. Potency means the concentration at half of the fitted maximal effect. Not all compounds are listed (hit frequency here may not be typical).

SMILES | Pf Dd2 inh
O=C1NCCN2CC3(CCN(C(=O)Nc4ccccc4)CC3)CC12 (configuration not stated) | 15.2%
O=C(C1CCC1)N1CCN(C2CCN(Cc3cccnc3)C2=O)CC1 (configuration not stated) | -12.3%
CC(C)COc1cc(=O)n2c(c1C(=O)N1CCC(N3CCCCC3)CC1)CCCCC2 | 22.6%
Cc1nn(C)c2nc(NCCC(=O)N3CCCC3)sc12 | i
CNC(=O)CN(C)C(=O)c1coc(COc2ccc3ccc(OC)cc3c2)n1 | -21.0%
CCCCc1nn(CC(=O)NCc2c(F)ccc(OC)c2F)c(=O)n1CC | 14.2%
CCCS(=O)(=O)N[C@@H]1CN(C)C[C@H]1CN(C)C | 15.8%
O=C(COc1ccc(F)cc1)NCC(c1ccc(Cl)cc1)N1CCCCC1 (configuration not stated) | ?
O=C1NC2(CCN(Cc3cccnc3)C2)OCc2ccccc21 (configuration not stated) | -23.7%[44.1 µM]
CCOc1ccc(CNC(=O)c2c(C)nn(-c3ccc(F)cc3)c2-n2cccc2)cc1 | 42.9%[activator]

Pulled by compound from above:
SMILES | Pf Dd2 inh
O=C1NC2(CCN(Cc3cccnc3)C2)OCc2ccccc21 (configuration not stated) | -23.7%[44.1 µM]
CNC(=O)CN(C)C(=O)c1coc(COc2ccc3ccc(OC)cc3c2)n1 | -21.0%

More results
SMILES | Pf Dd2 inh
CCN1CCN(c2ccc(C(=O)N3CCCC(c4ccccc4)CC3)cn2)CC1 (configuration not stated) | -22.5%
O=C(Cc1ccc2c(c1)OCO2)N1CCN(Cc2ccccc2)CC(O)C1 (configuration not stated) | ?
CC(C)CC(=O)Nc1c(C(=O)N2CCN(c3ccccc3)CC2)oc2ccccc12 | -26.6%
COC1CCC12CCN(Cc1ccccc1C#N)CC2 (configuration not stated) | -9.8%
COc1ccc2nc([C@H]3CCN(CCCc4ccccc4)C3)[nH]c2c1 | 11.2µM*
O=C(Cc1ccc(Cl)cc1)NC1CCN(c2cc(-c3cccs3)[nH]n2)C1 (configuration not stated) | ?
Cc1ccc(NC(=O)Cn2cc(S(=O)(=O)c3ccccc3)c(=O)c3cc4c(cc32)OCO4)cc1 | ?
CCN(C(=O)c1sc2nc3n(c(=O)c2c1C)CCCCC3)c1ccccc1F | ?
CC(=O)N(C)CCc1noc(C2CN(Cc3c(F)cccc3Cl)C2)n1 | i
Cc1nn(C)c(C)c1S(=O)(=O)N1CCN2C(=O)CN(C)C(=O)C2C1 (configuration not stated) | -2.2%
COc1ccc(CC(=O)N2CC[C@H]3CC(=O)N(CCc4cccc(OC)c4OC)CC[C@H]3C2)cc1 | i
CN1C(=O)CCC2(CNC(=O)CC3CCCC3)CCCC=C12 (configuration not stated) | -2.6%
COc1ccc(C(=O)N2CCCC3(C2)C(=NC2CCCCC2)NC(=O)N3c2cc(F)cc(F)c2)cc1 (configuration not stated) | -9.8%
COCCC1(CO)CCCN(CC(N)=O)C1 (configuration not stated) | -15.4%
COc1cccc(CN2Cc3nc(-c4cccc(O)c4)ccc3OCC2=O)c1 | i
CCOC(=O)c1c(C)oc2ccc(N(C(=O)c3ccncc3)S(=O)(=O)c3ccc(CC)cc3)cc12 | 18.7%
COc1cccc(NC(=O)Cn2c(-c3ccccc3)nc(C)c(CCO)c2=O)c1 | ?
Cc1ccc(NC(=O)Cn2cnc3c(oc4ccccc43)c2=O)cc1Cl | -24.4%
CCN1C(=O)CCN(C(=O)c2ccc3[nH]ccc3c2)CC12CCOCC2 | -10.4%
CC(C)CN1C(=O)COC[C@@H]1[C@H](O)c1ccc(NC(=O)CC(C)(C)C)cc1 | -16.0%[44.1 µM]
NC(=O)C1CCN(CC[C@H]2CN(C(=O)NC3CCCCC3)CC[C@H]2CC(=O)O)CC1 | 15.1%[44.1 µM]
CCc1ccc(NC(=O)CN2C(=O)NC3(CCOCC3)C2=O)cc1 | 13.0%
CCCCNC(=O)CSc1c2c(nc3ccc(Cl)cc13)CCCC2 | -13.8%
COc1ccc(-c2nc(CSCC(=O)NCCC(C)C)c(C)o2)cc1OC | -3.8%
CCNC(=O)N[C@H]1[C@H](O)[C@@H](N(C)CCN(C)C)[C@@H]2OC[C@H]1O2 | i
O=C(c1n[nH]c2ccccc12)N1CCCC(Cc2noc(-c3cnccn3)n2)C1 (configuration not stated) | i
O=C(CCc1conc1-c1cccc(F)c1)NCc1ccccc1Cl | i
O=C(Nc1ccc(Cl)cc1)N1CCc2nc(C3CC3)nc(-c3ccc(Cl)cc3)c2C1 | ?
Cc1ccc2c(CC(=O)NCc3ccccc3)coc2c1C | -13.6%
CC[C@H]1CN(C(=O)c2ccnc(Cl)c2)CC[C@H]1CC(=O)N1CCOCC1 | -0.7%[44.1 µM]
CN(C)C[C@@H]1CN(Cc2ccccn2)C[C@H]1NC(=O)c1cc(F)cc(F)c1 | -24.7%
CC1(C)[C@H](Cc2cc(CCO)on2)C[C@@H]1NCc1ccccc1F | ?
O=C(CCC1CCCC1)N1CC(c2nnc(-c3ccncc3)o2)C2(CCOCC2)C1 (configuration not stated) | ?
CSc1ncc(C(=O)NCc2ccccc2Cl)c(C(F)(F)F)n1 | i
c1cc(Cn2ccc3c(N4CCOCC4)nc(-c4ccc5cn[nH]c5c4)cc32)ccn1 | i
COCCN1CCCC1c1nc(C2CN(C(=O)NCc3ccco3)C2)no1 (configuration not stated) | ?
Cc1ccc(CNC(=O)C(C)n2nc(C)c3sc4ccccc4c3c2=O)cc1 (configuration not stated) | 10.0%
CN1CCC(OC2CCN(C(=O)c3cc(F)cc(F)c3)CC2)CC1 | -35.1%
CCCS(=O)(=O)NC[C@H]1O[C@H](Cc2cc(COC)on2)CC[C@@H]1O | -0.4%[44.1 µM]
Cc1cccc(C(=O)N2C[C@@H](CO)[C@H](c3ccccn3)C2)n1 | 24.2%

A second format for part of the listing above.
compound	Pf Dd2 inh
Cc1ccc(CNC(=O)C(C)n2nc(C)c3sc4ccccc4c3c2=O)cc1 (configuration not stated)	10.0%
CN1CCC(OC2CCN(C(=O)c3cc(F)cc(F)c3)CC2)CC1	-35.1%

The list goes on.
SMILES | Pf Dd2 inh
COc1cccc2c1cc1c(=O)n(CC(=O)NCc3ccc(N(C)C)cc3)nc(C)n12 | -2.3%
O=C(c1cccnc1N1CC2CC(C1)[C@H]1CCCC(=O)N1C2)N1CCN(c2ccc(Cl)cc2)CC1 (some centres not stated) | i
Cc1cccc(-c2nc3ccccc3n2Cc2ccccc2)c1 | -13.3%
NC(=O)CSc1oc(-c2cccs2)nc1S(=O)(=O)c1ccc(Br)cc1 | 62.6%
O=C(Nc1ccc(N2CCOCC2)cc1)C1(CCO)CCN(Cc2ccccc2)C1 (configuration not stated) | ?
Cc1ccn2c(Nc3ccccc3C)c(-c3ccc(N4CCOCC4)cc3)nc2c1 | 6.31µM*
Cn1ccnc1C(=O)N1CCCn2ccnc2C1c1ccccc1 (configuration not stated) | 22.6%
C[S+](=O)([O-])N1CC2(Cc3ccccc31)CN(C(=O)c1ccc(Cl)nc1)C2 | -23.6%
O=C1NCCOCCCN(C(=O)C2CCCC2)[C@H]2CCCC[C@@H]12 | -22.4%
CCc1nn2c(-c3ccco3)ccnc2c1-c1ccccc1 | 37.8%[activator]
O=C(NCc1ccco1)C1c2ccccc2C(=O)N(Cc2ccccc2)C12CCCC2 (configuration not stated) | -16.6%
CCc1cc(NCC(O)CN2CCCC2)ncn1 (configuration not stated) | 5.2%
Cc1cccc(CN2C(=O)c3ccccc3S(=O)(=O)c3ccc(C(=O)NCCC4=CCCCC4)cc32)c1 | -12.6%
COCC1CN(C)CC12CCN(Cc1sccc1C)CC2 (configuration not stated) | ?
O=C1NC2(CCCN(Cc3ccc(F)cc3)C2)COc2ccccc21 (configuration not stated) | -15.3%
Cc1cc(C)n(CC(=O)N[C@@H]2CN(S(C)(=O)=O)C[C@H]2CN(C)C)n1 | 21.6%
CCc1nc2c(c(-c3ccc(O)cc3)n1)CCN(Cc1ccc(F)cc1)CC2 | ?
O=C(Nc1cccc(Cl)c1Cl)c1cc(S(=O)(=O)N2CCCc3ccccc32)ccc1F | -20.9%
CC(C)c1noc([C@@H]2Cc3nc[nH]c3CN2C(=O)CC(C)(C)CC(=O)O)n1 | 12.7%[44.1 µM]
O=C1c2cc(N3CCOCC3)nc(-c3cccc(CO)c3)c2CN1Cc1ccccc1 | i

Arranged by number of heavy atoms (descending): part of the list above
SMILES | Pf Dd2 inh
Cc1cccc(CN2C(=O)c3ccccc3S(=O)(=O)c3ccc(C(=O)NCCC4=CCCCC4)cc32)c1 | -12.6%
CCc1nc2c(c(-c3ccc(O)cc3)n1)CCN(Cc1ccc(F)cc1)CC2 | ?
CC(C)c1noc([C@@H]2Cc3nc[nH]c3CN2C(=O)CC(C)(C)CC(=O)O)n1 | 12.7%[44.1 µM]
O=C1NC2(CCCN(Cc3ccc(F)cc3)C2)COc2ccccc21 (configuration not stated) | -15.3%
Cc1cc(C)n(CC(=O)N[C@@H]2CN(S(C)(=O)=O)C[C@H]2CN(C)C)n1 | 21.6%
COCC1CN(C)CC12CCN(Cc1sccc1C)CC2 (configuration not stated) | ?
CCc1cc(NCC(O)CN2CCCC2)ncn1 (configuration not stated) | 5.2%

(next part)
SMILES | Pf Dd2 inh
Cc1ccc(S(=O)(=O)N(CC(=O)Nc2cccnc2)c2cc(Cl)ccc2C)cc1 | ?
COc1ccccc1CCC(=O)N1CCC2(CC1)N=C(c1cccc(Br)c1)NO2 | i
CCCNC(=O)c1ccc(S(=O)(=O)NCCN2CCNC2=O)cc1 | 3.9%
COc1ccc(NC(=O)C2CCCN(S(=O)(=O)c3ccc4[nH]c(=O)ccc4c3)C2)cc1OC (configuration not stated) | 40.7%[activator]
CCCNC(=O)C1CCC(Cn2c(=O)c3sccc3n(CC(=O)N3CCC(C)CC3)c2=O)CC1 (configuration not stated) | -10.1%
O=C(CN1CCC2(CC1)NC(=O)CC2C(=O)O)NCc1ccco1 (configuration not stated) | 0.5%
CC1CCCN1C(=O)c1cn2cc(-c3cccc(Cl)c3)n(CC3CC3)c(=O)c2n1 (configuration not stated) | ?
COc1ccc(NC(=O)c2cn(-c3ccccc3)nc2-c2ccc(C)cc2)cc1 | ?
O=C(Nc1cccc(-c2ccc(N3CCOCC3)nn2)c1)Nc1cccc(C(F)(F)F)c1 | ?
COc1ccc(CC(=O)N2Cc3ccccc3CC23CCCN(C(=O)CN)C3)cc1 (configuration not stated) | -20.5%
CC(C)(C)CC(=O)Nc1ccc([C@H]2OCC(=O)N(Cc3ccc(F)cc3)[C@@H]2CO)cc1 | ?
CCCCOc1ccc(C(=O)Nc2cccc(-c3nc4ccccc4o3)c2C)cc1 | -12.7%
Cc1ccc(NC(=O)CCC(=O)N2CCSc3ccccc32)cc1Cl | 15.3%
CCCNC(=O)CCC(=O)N1Cc2ccccc2Oc2ncccc21 | 8.0%
COc1ccc(C(=O)NCCn2cc(SCc3c(F)cccc3Cl)c3ccccc32)cc1 | ?
O=C(c1cncc(Br)c1)N1CCC(OCC2CC2)C1 (configuration not stated) | -3.3%
COC(=O)c1cc(NC(=O)Cn2ncc3c2-c2ccccc2OC3)cc(C(=O)OC)c1 | 7.7%
Cc1ccccc1OC(=O)c1snnc1C | 7.5%
Fc1cccc(-c2ncc[nH]2)c1 | 6.5%[76.6 µM]
COc1ccc(CN2CCCC(CO)(CC3CC3)C2)c(F)c1 (configuration not stated) | 12.6µM*
COc1ccc(CN2CCC[C@H]2c2nc(-c3ccc(N(C)C)nc3)no2)c(O)c1 | ?
CCOC(=O)c1c(NC(=O)Cc2coc3cc(C)ccc23)sc2c1CCCC2 | -16.1%
COc1cccc2c1Oc1ncccc1N(C(=O)CCC(=O)NCc1ccc(N(C)C)cc1)C2 | ?
CCOc1ccc(C(=O)NC2CC(=O)N(c3ccc(C)cc3)C2)cc1OCC (configuration not stated) | 48.6%[activator]
O=C1CCN(C(=O)C2CCC2)CCCC(C(=O)N2CCN(c3ccccn3)CC2)CCN1 (configuration not stated) | 0.7%
O=C(c1ccccc1)n1nc(-c2ccco2)nc1NCc1ccccc1Cl | 9.3%
COc1cccc(C(=O)c2cn(CC(=O)Nc3cccc(Cl)c3C)c3nc(C)ccc3c2=O)c1 | 86.0%[activator]
COc1ccc(N2Cc3c(NCC4CCCCC4)ncnc3N(C)CC2=O)cc1 | 1.2%
O=C(c1cccc(Cl)c1)N1CCN(C2CCN(CCc3ccccc3)C2=O)CC1 (configuration not stated) | i
O=C(CCC1CCCC1)N1CCC(c2nc(C3CCOCC3)no2)C1 (configuration not stated) | i
COc1ccc(CCNC(=O)c2ccc(Cn3c(=O)c4ccccc4n(Cc4ccc(C)cc4)c3=O)cc2)cc1OC | 21.2%
Cc1nn(-c2cccc(Br)c2)c(C)c1[C@@H]1C=C[C@@H](NC(=O)CCCC(=O)O)C1 | -5.0%
Cc1ccc(-c2nc(S(=O)(=O)c3ccc(C)cc3)c(N3CCCCC3)o2)cc1 | i
O=C1CCN(S(=O)(=O)c2ccccc2)CCCN(C(=O)NCc2ccccc2)CCN1 | 1.6%
CCN(CC)C(=O)CCc1c(C)nn(-c2ccccc2)c1Oc1ccccc1 | 10µM*
COc1ccccc1CNC(=O)C1(c2ccc(NS(C)(=O)=O)cc2)CCCCC1 | ?
CC1=C(C(=O)N(C)C)C(c2ccc(Cl)cc2)N2C(CC(=O)NC(C)c3ccccc3)=CSC2=N1 (configuration not stated) | ?
CN(C(=O)CSc1cn(CC(=O)N2CCCCCC2)c2ccccc12)c1ccccc1 | ?
CCC(=O)N1Cc2ccccc2CC2(CCCN(Cc3cccnc3)C2)C1 (configuration not stated) | ?
COc1cc(OC)c(NC(=O)c2ccc3c(c2)N(Cc2ccc(C)cc2)CCS3)cc1Cl | 11.2µM*
COc1ccc(CN(C(=O)c2ccco2)c2ccc(CC(=O)NC(C)c3ccccc3)cc2)cc1 (configuration not stated) | ?
CC(=O)N[C@H]1CN(C(=O)c2ccccc2C(F)(F)F)C[C@@H]1C1CC1 | -5.8%

Compound activity as filed in PubChem BioAssay.
